Screening data from PubChem BioAssay.
bovine MsrA act: activates bovine MsrA enzyme | activation, % at 10.6 µM | actives 0.3% (n = 360,000) | AID 602163 | purified bovine MsrA, absorbance read-out; in the data active = activation above about 7.5%;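 also: 0% = vehicle and 100% = reference activator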
E coli Lon inh: inhibits E. coli Lon protease; P0A9M0; purified E. coli Lon protease, fluorescence polarization; inhibition, % at 7.94 µM; actives 0.42% (n = 360,000); in the data active = inhibition above about 13%, passing the limit was not always enough;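 also: 0% = enzyme with probe and DMSO and 100% = no enzyme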
FAS TE block: inhibitors of human fatty acid synthase thioesterase domain; P49327; recombinant FAS-TE, OMFH fluorogenic substrate, fluorescence endpoint; inhibition, % at 15 µM; AID 602261; actives 0.67% (n = 360,000);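 active = compounds whose normalised, plate-corrected inhibition of enzyme fluorescence in the single-dose primary screen is 50% or more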;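 also: 0% = DMSO with enzyme and 100% = substrate without enzyme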
CSN deneddyl inh: inhibitors of human CSN-mediated cullin deneddylation; actives 0.38% (n = 360,000); AID 651999; Q92905; Purified CSN, SCF-Nedd8-OG deneddylation, fluorescence polarization; inhibition, % at 12.5 µM;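 active = pattern-corrected inhibition above about 35%, with an unprinted fluorescence ratio check between 0.5 and 1.5, limit read from the data, passing the limit was not always enough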;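 also: 0% = enzyme with substrate and 100% = substrate without enzyme; some results filed as inactive read as strong as hits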
Target sequence (Q92905 whole entry, looked up, one chain of several): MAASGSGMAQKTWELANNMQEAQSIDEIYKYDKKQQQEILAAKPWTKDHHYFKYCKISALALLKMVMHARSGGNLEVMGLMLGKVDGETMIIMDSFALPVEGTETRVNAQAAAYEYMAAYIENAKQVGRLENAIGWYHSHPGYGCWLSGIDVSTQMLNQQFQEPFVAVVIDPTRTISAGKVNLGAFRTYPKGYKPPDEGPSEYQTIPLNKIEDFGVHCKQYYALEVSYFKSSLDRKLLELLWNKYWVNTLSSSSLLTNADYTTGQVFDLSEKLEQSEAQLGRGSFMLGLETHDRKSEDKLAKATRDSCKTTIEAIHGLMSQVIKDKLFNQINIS
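test system = HEK293T-derived human Csn5 enzyme | amount = 0.24 nM Csn5 enzyme, final concentration | medium = Tris/NaCl/DTT buffer, pH 7.5 | schedule = 90 min reaction at room temperature | signal = FP | evaluation = inhibition of Csn5 cleavage, % | compound dosing = single dose of 12.5 µM compound with 0.25% DMSO | probe or stimulus = 10 nM SCFSkp2-Nedd8OG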
TbMetRS inhib: Trypanosoma brucei MetRS inhibition | purified T. brucei MetRS, ATP depletion, Kinase-Glo luminescence | inhibition, % at 11.9 µM | actives 0.4% (n = 360,000) | AID 624268;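 active = inhibition above a per-plate cutoff of the control wells' mean inhibition plus 3 SD, cut at about 5.5% in these data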;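 also: 0% = DMSO wells median and 100% = median of wells with control inhibitor compound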
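Material: parasite MetRS enzyme / Replication: singlicate, one well per compound / Signal: luminescence of leftover ATP / Schedule: 2 h aminoacylation at 25 °C after 15 min preincubation / Medium: HEPES-MgCl2-KCl buffer plus DTT, spermine, BSA, pyrophosphatase / Doses: 11.9 µM single point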
MLLE-PAM2 inh: blocks PAM2 peptide binding to the PABP1 MLLE domain; inhibition, % at 20 µM; GST-MLLE / FITC-PAM2 fluorescence polarization; P11940; actives 0.36% (n = 360,000); in the data active = inhibition above about 35%, passing the limit was not always enough;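 also: plate controls were DMSO wells with GST-MLLE for no effect and wells lacking GST-MLLE protein for full effect; some results filed as inactive read as strong as hits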
MsrA inhibitor: inhibitors of bovine MsrA. purified bovine MsrA, absorbance read-out. inhibition, % at 15.5 µM. actives 0.75% (n = 360,000); in the data active = inhibition above about 4.5%;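 also: 0% = vehicle wells with enzyme and 100% = reference inhibitor wells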
Rin1 Abl inh: human Rin1-Abl interaction inhibition; TR-FRET Rin1/Abl binding, biochemical; actives 0.4% (n = 360,000); AID 588664; inhibition, % at 7.35 µM; in the data active = inhibition above about 5%, passing the limit was not always enough
Neddylation inh: blocks human cullin neddylation. P61081+Q13564. TR-FRET cullin neddylation, biochemical. calls only at 25 µM. actives 0.58% (n = 360,000). AID 651699; in the data active = inhibition above about 36%
Target sequence (P61081 whole entry, looked up): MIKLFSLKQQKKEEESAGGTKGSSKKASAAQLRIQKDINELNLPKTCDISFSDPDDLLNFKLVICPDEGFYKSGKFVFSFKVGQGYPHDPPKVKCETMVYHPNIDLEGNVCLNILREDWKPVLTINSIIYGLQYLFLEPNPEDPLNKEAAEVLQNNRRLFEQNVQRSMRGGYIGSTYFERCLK
Target sequence (Q13564 whole entry, looked up): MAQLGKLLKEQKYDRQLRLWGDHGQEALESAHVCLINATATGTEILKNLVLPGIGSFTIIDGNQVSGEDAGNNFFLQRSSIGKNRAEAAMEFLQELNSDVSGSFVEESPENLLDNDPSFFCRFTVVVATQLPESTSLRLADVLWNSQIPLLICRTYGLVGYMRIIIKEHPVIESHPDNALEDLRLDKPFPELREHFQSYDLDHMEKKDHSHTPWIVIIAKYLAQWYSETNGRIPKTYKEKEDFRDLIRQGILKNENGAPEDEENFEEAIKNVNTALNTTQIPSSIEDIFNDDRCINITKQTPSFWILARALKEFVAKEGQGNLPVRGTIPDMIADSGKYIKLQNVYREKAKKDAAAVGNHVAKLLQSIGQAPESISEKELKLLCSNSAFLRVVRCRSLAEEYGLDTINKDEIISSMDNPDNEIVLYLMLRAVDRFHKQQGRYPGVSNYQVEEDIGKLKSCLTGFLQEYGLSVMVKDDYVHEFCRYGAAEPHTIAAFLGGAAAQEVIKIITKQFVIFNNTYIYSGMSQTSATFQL
An asterisk follows results filed as active; i = inactive; / = no result given; + = active, no number; & = joins results of further samples. An excerpt; the hit share may differ from the screen's.

Short keys: A = bovine MsrA act; B = E coli Lon inh; C = FAS TE block; D = CSN deneddyl inh; E = TbMetRS inhib; F = MLLE-PAM2 inh; G = MsrA inhibitor; H = Rin1 Abl inh; I = Neddylation inh
#1 O=C(c1cccs1)N1CCC(C(=O)O)(c2ccccc2)CC1
  A: -1	B: -9	C: -4	D: 6	E: 0.0	F: -2	G: 1.0	H: -1	I: i

#2 CCSC1=NN1c1cc(C)nc(N)n1
  A: 4	B: -1	C: -8	D: -4	E: 0.1	F: -12	G: 0.4	H: -1	I: i

#3 COc1cc(/C=C/c2nc3ccccc3c(=O)n2-c2ccccc2O)ccc1O
  A: -3	B: -114	C: -6	D: 24	E: 0.6	F: -38	G: 4.2	H: 0	I: i

#4 CC1(CCl)CN1S(=O)(=O)c1ccccc1 (configuration not stated)
  A: -3	B: -3	C: -2	D: 3	E: -0.8	F: 9	G: 1.7	H: 1	I: i

#5 Cc1ccc(OP(=O)(NC(C)c2ccccc2)Oc2ccc(C)cc2)cc1 (configuration not stated)
  A: 2	B: -9	C: 21	D: -4	E: -0.5	F: 12	G: -0.9	H: 3	I: i

#6 COC(=O)C1=C(c2ccc(F)cc2OCc2ccccc2)C[C@@H]2CC[C@H]1N2C(=O)NCc1ccccc1Cl
  A: -11	B: 15	C: 28	D: 1	E: -0.6	F: -5	G: 0.3	H: 0	I: i

#7 CCOC(=O)C1CCN(Cc2ccc(Cl)nc2)CC1
  A: -5	B: 12	C: -4	D: 3	E: -0.9	F: -4	G: 0.0	H: 2	I: i

#8 Cc1nn(Cc2ccccc2)c(C)c1C=C1C(=O)NC(=S)NC1=O
  A: -4	B: -13	C: -5	D: 3	E: 0.5	F: 23	G: 0.4	H: 1	I: i

#9 O=C(NP(=O)(N1CC1)N1CC1)c1cc(I)ccc1I
  A: -7	B: -7	C: -5	D: -2	E: -0.4	F: -2	G: 1.1	H: 3	I: i

#10 CCC(=Nc1ccc(OC)cc1OC)c1c(O)n(C)c(=O)n(C)c1=O
  A: -4	B: 3	C: -7	D: -1	E: -0.1	F: -3	G: 0.7	H: 1	I: i

#11 Nc1ccc(-c2ccc(N)cc2)cc1
  A: -2	B: -1	C: -6	D: 1	E: 0.1	F: -30	G: -0.6	H: 0	I: i

#12 COC(=O)C1=C(c2c(C)noc2C)C[C@@H]2CC[C@H]1N2C(=O)NCc1ccc(C(F)(F)F)cc1
  A: -3	B: -10	C: -1	D: 3	E: -0.1	F: 14	G: -1.0	H: 1	I: i

#13 O=c1[nH]c(=S)n(Cc2ccc(F)cc2)c(O)c1C=NCc1ccc2c(c1)OCO2
  A: 0	B: -4	C: 1	D: 3	E: 0.0	F: 12	G: -0.9	H: 0	I: i

#14 Fc1ccccc1CCNCc1cccc(Cl)c1Cl
  A: 0	B: -8	C: 16	D: 3	E: 0.8	F: -1	G: -0.7	H: -4	I: i

#15 Cc1cccc(OCC(=O)N2CCN(Cc3cccnc3)CC2)c1
  A: -8	B: -13	C: -3	D: 0	E: -0.5	F: 0	G: 0.2	H: 0	I: i

#16 Cc1cccc(OC(=O)N2CCOCC2)c1
  A: -2	B: -12	C: -13	D: -3	E: 0.1	F: 5	G: -0.1	H: -2	I: i

#17 CCN1CC2C3CCC(C)(O3)C2C1 (configuration not stated)
  A: -2	B: 3	C: -5	D: 0	E: -0.1	F: -1	G: 1.4	H: 0	I: i

#18 CCOc1ccc(-n2c(O)c(C=Nc3ccc(N4CCOCC4)cc3)c(=O)[nH]c2=O)cc1
  A: -1	B: -6	C: -6	D: 1	E: 0.1	F: -1	G: 1.4	H: 3	I: i

#19 COc1ccccc1OCCCn1cc(C(=O)C2CC2)c2ccccc21
  A: -1	B: -4	C: 20	D: -4	E: -0.2	F: 1	G: 2.6	H: -2	I: i

#20 O=C(NCCO)c1nsnc1NCCCl
  A: -9	B: 2	C: -7	D: -2	E: -0.6	F: 24	G: 3.1	H: 8	I: i

#21 c1ccc2c(c1)-c1cccc3cccc-2c13
  A: 1	B: -4	C: 27	D: 1	E: 0.8	F: 5	G: 0.2	H: -1	I: i

#22 Cc1cccc2nc(-c3ccccc3)c(-c3ccc(CN4CCC(n5c(=O)[nH]c6ccccc65)CC4)cc3)nc12
  A: -5	B: -4	C: 44	D: -3	E: -0.9	F: /	G: 0.8	H: /	I: i

#23 CC(=O)Nc1ccccc1C(=O)C(=O)Nc1cccc(C(=O)N2CCC3(CC2)OCCO3)c1
  A: -5	B: 3	C: -6	D: 0	E: 1.3	F: 1	G: 0.9	H: 2	I: i

#24 COC(=O)Cn1cc(C(=O)c2ccccc2F)c2ccccc21
  A: -2	B: 11	C: -1	D: -5	E: 0.4	F: -2	G: 2.1	H: -3	I: i

#25 Cc1ccc(NC(=O)[C@@H](NC(=O)N2C[C@H]3C[C@@H](C2)c2cccc(=O)n2C3)C(C)C)cc1
  A: -1	B: -5	C: -5	D: -1	E: 1.0	F: -5	G: 0.3	H: 0	I: i

#26 O=[N+]([O-])c1ccc(C[n+]2c(-c3ccccc3)cc(-c3ccccc3)cc2-c2ccccc2)cc1
  A: -2	B: -12	C: -2	D: 3	E: -0.4	F: -1	G: 0.7	H: 0	I: /

#27 Cc1ccsc1-c1nc(CSCC(=O)N2CCC3(CC2)OCCO3)c(C)o1
  A: 3	B: -5	C: 0	D: 6	E: -0.7	F: 37	G: -0.9	H: -3	I: i

#28 O=C(Cc1c(Cl)cccc1Cl)N1CCN(Cc2ccccc2)CC1
  A: -10	B: 0	C: -2	D: 0	E: -0.6	F: 1	G: -0.2	H: -1	I: i

#29 CCCCCN1C(=O)c2ccccc2[C@@]2(C(=O)OCC)Cc3cc(Cl)ccc3[C@@H]12
  A: -2	B: -8	C: 24	D: 3	E: -0.4	F: /	G: 0.5	H: /	I: i

#30 COc1cc(/C=C2/C(=O)NC(=O)N(c3ccc(C)cc3)C2=O)cc(OC)c1OC
  A: -2	B: 0	C: -2	D: 0	E: -0.5	F: 16	G: -0.1	H: 0	I: i

#31 CN1CCN(c2ccc([N+](=O)[O-])c(Sc3nncn3C)c2)CC1
  A: -13	B: -5	C: -8	D: 2	E: -1.2	F: 6	G: 2.6	H: -2	I: i

#32 CC1CN=C(NCc2ccncc2)S1 (configuration not stated)
  A: -3	B: 2	C: -8	D: -6	E: -0.1	F: -5	G: 1.4	H: -1	I: i

#33 COCCn1cc(C(=O)N2CCC3(CC2)OCCO3)c2c3ccccc3n(C)c2c1=O
  A: -2	B: 1	C: -4	D: -4	E: 0.3	F: 0	G: 1.6	H: -4	I: +

#34 CCOC(=O)[C@]12Cc3c(cc(OC)c(OC)c3OC)[C@H]1N(Cc1ccccc1)C(=O)c1ccccc12
  A: -8	B: 5	C: 21	D: -1	E: 0.6	F: 11	G: 0.4	H: 3	I: i

#35 CC(Cc1ccccc1Sc1ccccc1O)N(C)C (configuration not stated)
  A: -9	B: -10	C: -7	D: -5	E: -1.5	F: 14	G: -0.5	H: 2	I: i

#36 COC(=O)C1=C(c2ccccc2OCc2ccccc2)C[C@@H]2CC[C@H]1N2C(=O)NCc1cccc(F)c1
  A: 5	B: -1	C: 10	D: -2	E: 0.6	F: -14	G: 2.1	H: 1	I: i

#37 CC(C)N1CCN(Cc2ccccc2C(F)(F)F)CC1CCO (configuration not stated)
  A: -6	B: -6	C: -1	D: -8	E: -1.0	F: 10	G: 0.3	H: 2	I: i

#38 Cn1cc(NC(=O)CCl)cn1
  A: -3	B: 7	C: -9	D: 1	E: 0.5	F: 7	G: -0.7	H: -4	I: i

#39 O=C1NC(=S)NC(=O)C1=Cc1ccc(Br)s1
  A: 1	B: -34	C: 0	D: 9	E: -0.3	F: 12	G: -0.4	H: 2	I: i

#40 Cc1ccc(-c2nc3ccccc3c(=O)n2-c2cccc(O)c2)cc1
  A: -2	B: 6	C: 3	D: -2	E: -0.2	F: 10	G: 0.0	H: 5	I: i

#41 CN1CCCC(C(O)(c2ccccc2)c2ccccc2)C1 (configuration not stated)
  A: -9	B: 3	C: -1	D: 5	E: -0.7	F: 2	G: 0.9	H: -2	I: i

#42 Cn1c(O)c(/C=C2/C=CC=N2)c(=O)[nH]c1=O
  A: -1	B: 3	C: -4	D: 4	E: 0.1	F: -6	G: 0.6	H: -10	I: i

#43 CC1CCCN(c2ccc(C(=O)N3CCC4(CC3)OCCO4)cc2[N+](=O)[O-])C1 (configuration not stated)
  A: -2	B: -2	C: 0	D: 1	E: -0.3	F: 4	G: 0.1	H: -5	I: i

#44 CCC(=NCc1ccco1)c1c(O)n(-c2ccc(OC)cc2)c(=O)[nH]c1=O
  A: -12	B: -8	C: -13	D: -3	E: 0.3	F: -4	G: -0.9	H: 1	I: i

#45 O=c1cccc2n1C[C@@H]1C[C@@H]2CN(CC(O)c2ccc([N+](=O)[O-])cc2)C1 (some centres not stated)
  A: -2	B: 3	C: -4	D: -4	E: -0.6	F: -1	G: 1.6	H: 2	I: i

#46 CCN(CC)C(=O)N[C@H]1C[C@@H]2c3cccc4[nH]cc(c34)C[C@H]2N(C)C1
  A: -1	B: 33	C: -2	D: -13	E: -0.6	F: 39	G: -1.6	H: 1	I: i

#47 Cc1cc(Cl)ccc1OCCCC(=O)NCc1cccs1
  A: -6	B: -6	C: 11	D: 2	E: 0.5	F: 12	G: -0.7	H: 3	I: i

#48 Cn1cccc1/C=C1/C(=O)NC(=S)N(Cc2ccc(F)cc2)C1=O
  A: -2	B: -9	C: 6	D: 8	E: 0.4	F: -25	G: 2.6	H: -2	I: i

#49 CN(C)C(CNC(=O)Cc1ccc(Br)cc1)c1ccccc1 (configuration not stated)
  A: -2	B: -2	C: -1	D: -5	E: -1.0	F: 9	G: -0.5	H: 6	I: i

#50 COc1cc2nc(N3CCN(C(=O)C4CCCO4)CC3)nc(N)c2cc1OC (configuration not stated)
  A: -9&-2	B: 4&7	C: -2&0	D: -2&-5	E: -1.5&-0.3	F: 5&-7	G: 3.5&1.1	H: 0&0	I: /

Carrying on.
Short keys: A = bovine MsrA act; B = E coli Lon inh; C = FAS TE block; D = CSN deneddyl inh; E = TbMetRS inhib; F = MLLE-PAM2 inh; G = MsrA inhibitor; H = Rin1 Abl inh; I = Neddylation inh
#51 N#Cc1ccccc1Cn1cc(C(=O)C2CC2)c2ccccc21
  A: -6	B: 1	C: 13	D: 2	E: -0.9	F: -2	G: 0.5	H: 3	I: i

#52 Cc1cccc(N2C(=O)NC(=O)/C(=C\c3ccc(N4CCOCC4)cc3)C2=O)c1
  A: -5	B: -19	C: -6	D: 2	E: -0.1	F: -4	G: 2.3	H: 0	I: i

#53 O=[N+]([O-])[N-][n+]1cnn(Cc2ccccc2)c1
  A: -7	B: 5	C: -6	D: -3	E: -0.6	F: 1	G: -1.1	H: 2	I: i

#54 COC(=O)C1=C(c2ccc(S(C)(=O)=O)cc2)C[C@@H]2CC[C@H]1N2C(=O)NC(C)C
  A: -3	B: -2	C: -11	D: 1	E: -0.1	F: -9	G: -0.3	H: 1	I: i

#55 ClC(Cl)(Cl)c1ccccc1
  A: -7	B: 9	C: -4	D: -1	E: -0.4	F: 4	G: 0.2	H: 3	I: i
